LDHA inh = inhibitors of human lactate dehydrogenase A. purified LDHA, NADH/diaphorase-resazurin fluorescence; stronger effect = lower value. activity change, % (values are at about 110 or 230 µM). 480,000 compounds, 0.15% hits. AID 1347041; in the data active means activity change below about -30%; inconclusive means mostly about -25% to -30%;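 further: plate controls were DMSO wells for no effect and wells without enzyme for full effect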
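Human LDH5 (2 nM) was incubated with 0.06 mM NADH and 0.2 mM pyruvate for 5 min at room temperature in Tris pH 7.4. Remaining NADH was coupled through diaphorase/resazurin, and resorufin fluorescence was read at 0 and 20 min.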
APE1 inh = APE1 (human) endonuclease inhibition; P27695; recombinant APE1, TAMRA/BHQ-2 abasic DNA cleavage fluorescence; Potency, µM (highest dose often 65.8 µM), for the others: at the highest dose activity change, negative = inhibition, most hits filed as inhibitors; 350,000 compounds, 0.35% hits; AID 2517;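 further: potency means the concentration at half of the fitted maximal effect; plate controls were vehicle for no effect and reference inhibitor for full effect; nearly all actives have a fitted effect of over 55% in size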
Target sequence (P27695 whole entry, looked up): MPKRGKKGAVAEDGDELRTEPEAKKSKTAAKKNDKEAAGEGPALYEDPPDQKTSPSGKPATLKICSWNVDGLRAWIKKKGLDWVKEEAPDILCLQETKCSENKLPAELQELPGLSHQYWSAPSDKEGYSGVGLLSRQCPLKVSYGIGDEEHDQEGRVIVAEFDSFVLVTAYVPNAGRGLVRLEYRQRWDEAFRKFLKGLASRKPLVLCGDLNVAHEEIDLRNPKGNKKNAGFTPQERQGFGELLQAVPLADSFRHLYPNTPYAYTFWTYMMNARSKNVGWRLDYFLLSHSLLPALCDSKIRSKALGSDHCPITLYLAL
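Quantitative HTS: incision of a TAMRA/BHQ-2 double-stranded substrate bearing a tetrahydrofuran abasic site by 0.75 nM APE1 raises fluorescence. Substrate 50 nM final, added after 15 min compound preincubation at room temperature; progress as third-minus-first kinetic read difference.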
Glioma ERSR ind = induces the endoplasmic reticulum stress response in human glioma cells; AID 602332; U87-MG GRP78 promoter luciferase reporter, 16 h; Potency, µM, without a hit: at the highest dose activation, usual class: activators; 420,000 compounds, 0.02% hits; further: potency means the concentration at half of the fitted maximal effect; series mostly up to about 76 µM; % of control where 0% means no effect; nearly all actives have a fitted effect of over 35% in size
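ERSR induction read as luciferase luminescence (Bright-Glo, 10 min at room temperature) in stably transfected human U87-MG glioma cells exposed to compounds for 16 h, using GRP78 as sensor.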
POLI inh = inhibitors of human DNA polymerase iota | AID 588590 | Pol iota fluorescent replication assay, 10 min | Potency, µM (top dose mostly 115 µM), for the others: at the top dose activity, negative = inhibition, actives largely listed as inhibitors | Q9UNA4 | 390,000 compounds, 1% hits; further: potency means the concentration at half of the fitted maximal effect
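Fluorescent replication assay read twice, at 0 min and 10 min after adding 50 nM (final) substrate. Enzyme (10 nM) and compounds were first incubated 15 min at room temperature; enzyme-free buffer wells were negative controls.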
POLK inh = DNA polymerase kappa (human) inhibition | 400,000 compounds, 0.53% hits | AID 588579 | Q9UBT6 | Potency, µM (top dose mostly 107 µM), for inactives: at the highest dose activity, negative = inhibition, hits mostly inhibitors | purified Pol kappa, fluorescent DNA synthesis assay, 10 min; further: potency means the concentration at half of the fitted maximal effect; on the % scale 0 is the no-effect control and ±100 the full control effect
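50 nM final substrate added after 15 min RT preincubation of 10 nM Pol kappa with compound; fluorescence read at 0 and 10 min.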
Pol eta inh = inhibitors of human DNA polymerase eta; recombinant Pol eta, fluorescent DNA replication assay; Q9Y253; Potency, µM (series often up to 114 µM), without a hit: at the highest dose activity change, negative = inhibition, most hits filed as inhibitors; 390,000 compounds, 1.2% hits; further: potency means the concentration at half of the fitted maximal effect; on the % scale 0 is the no-effect control and ±100 the full control effect
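Fluorescent replication assay: 50 nM final substrate added after a 15 min room-temperature compound preincubation with 10 nM enzyme. Signal taken at 0 min and again at 10 min.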
Anesthetic bind = binds horse apoferritin like a general anesthetic. P02791. apoferritin/1-aminoanthracene competitive binding, fluorescence. Potency, µM (doses to about 77.5 µM), without a hit: at the top dose activity change, negative = displacement, most hits filed as inhibitors. 350,000 compounds, 0.074% hits. AID 485281; further: potency means the concentration at half of the fitted maximal effect; on the % scale 0 is the no-effect control and ±100 the full control effect; nearly all actives have a fitted effect of over 20% in size
Target sequence (P02791 2-175 limits assumed): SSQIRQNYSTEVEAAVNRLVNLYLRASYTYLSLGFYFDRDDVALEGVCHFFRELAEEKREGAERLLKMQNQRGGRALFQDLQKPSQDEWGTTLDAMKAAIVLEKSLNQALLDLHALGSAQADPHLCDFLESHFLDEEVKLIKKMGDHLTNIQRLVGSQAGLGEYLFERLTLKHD
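Horse-spleen apoferritin (10 uM) was mixed with 50% saturated 1-aminoanthracene in PBS, exposed to compounds for 10 min at room temperature, and read for fluorescence (ex 380 nm, em 535 nm). Competitive displacement was fitted with a four-parameter Hill equation.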
Pol beta inh = inhibitors of human DNA polymerase beta; Potency, µM (highest dose often 114 µM), without a hit: top-dose activity change, negative = inhibition, usual class: inhibitors; AID 485314; Pol beta primer extension/strand displacement, fluorescence kinetic; 340,000 compounds, 1.3% hits; further: potency means the concentration at half of the fitted maximal effect; on the % scale 0 is the no-effect control and ±100 the full control effect
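Pol beta (10 nM) was preincubated with compound for 15 min at room temperature. The reaction was then started with 50 nM substrate and read immediately and after a further 10 min at room temperature.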
BLM helicase inh = inhibitors of human Bloom syndrome helicase BLM. Potency, µM (top dose mostly 56.1 µM), for inactives: at the top dose activity change, negative = inhibition, actives largely listed as inhibitors. P54132. 350,000 compounds, 0.2% hits. recombinant BLM DNA unwinding, fluorescence dequenching;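 further: potency means the concentration at half of the fitted maximal effect; plate controls were vehicle for no effect and no enzyme for full effect; nearly all actives have a fitted effect of over 35% in size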
* hit, by the source's call; ? = inconclusive; · = not tested or not shown; & = joins results of further samples; [ ] = remark or other dose. Unless noted, the call rests on the fitted dose curve; in most records, active means well fitted curve in the direction sought with a large enough effect; inconclusive means small, poorly fitted or top-dose-only effect, or another doubt; inactive means no such curve, though single readings can be large; an effect the other way counts as inactive or inconclusive.

1: CCc1cccc(C)c1NC(=O)CCCC(=O)O
2: Cc1ccc(NC(=O)CCn2ccc([N+](=O)[O-])n2)nc1
3: COc1ccc(C2C=C(c3ccc(Cl)cc3)Nc3nc(NC(=O)CCC(=O)O)nn32)cc1 (configuration not stated)
4: Cc1ccc(S(=O)(=O)Nc2cccc(-c3ccc(N4CCCC4)nn3)c2)c(C)c1
5: Cc1[nH]n(-c2ccc(Cl)cc2)c(=O)c1C=Nc1ccc(S(=O)(=O)N2CCOCC2)cc1
6: CCC(NS(=O)(=O)c1ccc(OC)cc1)C(=O)NCCC1=CCCCC1 (configuration not stated)
7: O=C(NC1CC1)C1=C[C@@H](c2coc3ccccc3c2=O)C[C@@H](OCc2ccc(CO)cc2)O1
8: COc1ccccc1CNC(=O)c1ccc(-c2nc(CS(=O)c3ccc(C)cc3)c(C)o2)cc1 (configuration not stated)
9: CCCNC(=O)Nc1nc(CC(=O)OCC)cs1
10: COc1ccccc1CNC(=O)CCc1c(C)c2cc3c(C)c(C)oc3cc2oc1=O
Compound | 1 | 2 | 3 | 4 | 5 | 6 | 7 | 8 | 9 | 10
LDHA inh | -12 | -2 | -2 | 6 | -11 | -3 | 1 | -5 | 0 | -1
APE1 inh | 0% | 1% | · | · | -9% | 9% | -4% | · | 9% | ·
Glioma ERSR ind | -5% | -1% | 1% | 1% | 5% | -3% | -5% | -1% | 0% | 0%
POLI inh | 9% | -5% | 24% | -17% | ? | 9% | 11% | -14% | 14% | ?
POLK inh | -1% | 2% | 10% | -1%[60.1 µM] | -6%[60.1 µM] | -5% | 4% | -2% | -3% | ?
Pol eta inh | 4% | -14% | -13% | -13% | -14% | 9% | -13% | -3% | -1% | 0%
Anesthetic bind | 2% | -12% | -11% | ? | ? | -12% | -4% | 56%[activator] | -4% | 44%[activator]
Pol beta inh | -3% | -24% | -2% | -1% | 19% | 0% | -11% | -2% | 10% | 4%
BLM helicase inh | 2% | 1% | -2% | -7% | -6% | -4% | -3% | -9% | -1% | -7%

Results in Pol eta inh, for some of the entries so far:
item | structure | Pol eta inh
7 | O=C(NC1CC1)C1=C[C@@H](c2coc3ccccc3c2=O)C[C@@H](OCc2ccc(CO)cc2)O1 | -13%
3 | COc1ccc(C2C=C(c3ccc(Cl)cc3)Nc3nc(NC(=O)CCC(=O)O)nn32)cc1 (configuration not stated) | -13%
5 | Cc1[nH]n(-c2ccc(Cl)cc2)c(=O)c1C=Nc1ccc(S(=O)(=O)N2CCOCC2)cc1 | -14%
10 | COc1ccccc1CNC(=O)CCc1c(C)c2cc3c(C)c(C)oc3cc2oc1=O | 0%

Additional entries
11: CCCCCCCCCCCCCCCCCCOC[C@H](COP(=O)([O-])OCC[N+](C)(C)C)OC(C)=O
12: Cc1ccc(CN2CCNC(=O)C2CC(=O)N(C)C2CCCCC2)o1 (configuration not stated)
13: COc1ccc(OC)c(C2c3[nH]c4ccccc4c3C[C@H]3C(=O)N(CCCOC(C)C)CC(=O)N23)c1 (some centres not stated)
14: O=C(Cc1cccs1)N1CCN(S(=O)(=O)c2cccc([N+](=O)[O-])c2)CC1
15: COc1ccc(NC(=O)CC2CC3CCC2C3)cc1S(=O)(=O)N1CCOCC1 (configuration not stated)
16: Cc1ccc(NC(=O)N(CCCN2CCOCC2)Cc2cc3cc4c(cc3[nH]c2=O)OCO4)cc1
17: CCOc1ccc(NC(=O)c2oc3ccccc3c2NC(=O)Cc2ccc(F)cc2)cc1
18: CCCc1cnc2c(c1SCC(=O)Nc1ccccc1OCC)c(=O)n(C)c(=O)n2C
19: CCCC(CCC(=O)OC)(C(=O)OCC)c1csc(N)n1 (configuration not stated)
20: COc1ccc(CCNC(=O)C2CC(c3cccc([N+](=O)[O-])c3)=NO2)cc1 (configuration not stated)
Compound | 11 | 12 | 13 | 14 | 15 | 16 | 17 | 18 | 19 | 20
LDHA inh | · | -2 | -3 | -2 | -3 | -1 | -6 | -15 | -4 | 1
APE1 inh | 4%&4% | 2% | -13% | 21% | 19% | -7% | · | · | 0% | -2%
Glioma ERSR ind | -3% | -6% | -4% | 1% | -5% | -6% | 0% | -4% | -5% | 4%
POLI inh | · | 4% | ? | -28% | 16% | 31%[activator] | 30%[activator] | ? | 11% | 17%
POLK inh | 7%[19.4 µM] | -5% | -1% | 3% | -2% | -15% | -3% | -7%[60.1 µM] | -2% | 2%
Pol eta inh | · | -4% | -8% | -9% | -7% | -3% | -19% | 0% | -12% | -7%
Anesthetic bind | 3% | -10% | -6% | 6% | · | -10% | 0% | -3% | -12% | -17%
Pol beta inh | · | 0% | -1% | 51% | · | 0% | 1% | 17% | 12% | 38%
BLM helicase inh | -8% | -2% | -4% | 0% | · | 2% | -5% | 0% | -5% | 1%

21: Cc1ccc(-n2c(SCC(=O)Nc3cc(C)on3)nc3c(c2=O)SC(C)C3)cc1 (configuration not stated)
22: COc1ccc(-c2nnc(NC(=O)c3ccc(S(=O)(=O)N4CCc5ccccc5C4)cc3)o2)cc1
23: O=[N+]([O-])c1ccc2c(c1)C(=NO)c1cc(Cl)c(Cl)cc1-2
24: O=C1N/C(=N/S(=O)(=O)c2ccccc2)S/C1=C/c1cccnc1
25: Nc1nonc1C(=O)NCCNCc1cc(Br)ccc1OCc1ccccc1F
26: O=C(NC1CC2CCCC(C1)N2C(=O)Nc1ccc(Cl)c(C(F)(F)F)c1)C1CC1 (configuration not stated)
27: CCOC(=O)CSc1nnc(CNc2ccc(F)cc2)o1
28: CCC(=O)c1ccc(OCC(=O)Nc2cccc(S(=O)(=O)N3CCCCCC3)c2)cc1
29: Cc1ccc2c(c1)C(=O)CC(c1ccccc1)S2 (configuration not stated)
30: COC(=O)c1cnc(Oc2c(Cl)cc(N)cc2Cl)cc1C(F)(F)F
Compound | 21 | 22 | 23 | 24 | 25 | 26 | 27 | 28 | 29 | 30
LDHA inh | -1 | 0 | -9 | -10 | -1 | -13 | -5 | 2 | -6 | 2
APE1 inh | 12% | -1% | · | -2% | -4% | -1% | -2% | 6% | · | 11%
Glioma ERSR ind | -2% | -3% | -3% | -3% | -4% | -4% | -4% | -5% | -6% | -2%
POLI inh | -5% | 7% | 5% | ? | -9% | 10% | 16% | 22% | -2% | 26%
POLK inh | -3% | 6% | -4% | -5% | -4% | -10% | 0% | -14% | -8% | -9%
Pol eta inh | 3% | -13% | ? | ? | -20% | -1% | 1% | -6% | -9% | -15%
Anesthetic bind | 2% | -10% | · | -2% | -18% | -4% | -19% | · | · | ?
Pol beta inh | -15% | 31% | · | 9% | ? | 7% | -27% | · | · | 4%
BLM helicase inh | -3% | -6% | · | 0% | -5% | -2% | -2% | · | · | -13%

31: Nc1nc(SCC(=O)Nc2ccc(Cl)c(S(=O)(=O)N3CCOCC3)c2)n[nH]1
32: COc1ccc(OC)c(-c2csc(NC(=O)C3=NNC(=O)CC3)n2)c1
33: Cc1cc2nc[nH]c2cc1[N+](=O)[O-]
34: Cc1c(Cl)c([N+](=O)[O-])nn1CC(=O)NC(C)C1CC2CCC1C2 (configuration not stated)
35: COc1cc(Cn2ccnc2)c(OC)cc1Cn1ccnc1
36: Nc1c(Sc2ccccc2)c(=O)[nH]c(=O)n1Cc1ccccc1
37: O=C(Oc1ccc(Cl)c(Cl)c1)C1=CC=CN2CCS(=O)(=O)N=C12
38: C=CC[C@H](CC(=O)NCCO)C(=O)N[C@H](COC(=O)[C@@H](CC=C)Cc1ccc(F)cc1)C(C)(C)C
39: O=C(CN1C(=O)C2(SCC(=O)N2c2ccc(F)c(F)c2)c2ccccc21)Nc1ccccc1F (configuration not stated)
40: CC(SC(=S)N(C)Cc1cccs1)C(=O)O (configuration not stated)
Compound | 31 | 32 | 33 | 34 | 35 | 36 | 37 | 38 | 39 | 40
LDHA inh | -10 | 2 | -2 | 2 | -3 | -9 | -2 | -6 | 1 | -5
APE1 inh | 14% | -7% | 0% | -6% | 2% | · | 0% | -2% | · | 3%
Glioma ERSR ind | -2% | -2% | -2% | -5% | -5% | -4% | -2% | 1% | -1% | -4%
POLI inh | 5% | 31%[activator] | 27% | 1% | 0% | -2% | ? | 31%[activator] | 26% | -11%
POLK inh | -2% | -8% | -5% | -18% | 10% | -6% | -8% | -8% | 4% | -2%
Pol eta inh | -8% | -13% | -15% | -19% | -5% | 7% | -15% | -5% | -23% | 3%
Anesthetic bind | -4% | -5% | -4% | ? | -8% | · | · | · | 2% | 6%
Pol beta inh | -16% | 3% | -10% | 6% | 5% | · | · | · | -1% | 17%
BLM helicase inh | -2% | 4% | -12% | -2% | -3% | · | · | · | -2% | 4%

41: CN1CCN(c2ccc([N+](=O)[O-])cc2C(=O)c2ccc(Br)cc2)CC1
42: CCOC(=O)c1ccccc1NC(=O)Cn1cnc2c(cnn2-c2ccccc2)c1=O
43: CCCCCCNCc1cccc(Br)c1
44: CCOc1ccccc1C(=O)N(Cc1cc(OC)c(OC)c(OC)c1)c1ccccn1
Compound | 41 | 42 | 43 | 44
LDHA inh | -1 | -4 | 0 | -4
APE1 inh | 12% | -2% | 1% | ·
Glioma ERSR ind | -4% | -1% | -3% | 1%
POLI inh | -8% | 4% | 4% | 15%
POLK inh | -7% | 4% | 2% | 1%
Pol eta inh | -13% | 4% | -12% | -9%
Anesthetic bind | -11% | -4% | -14% | -3%
Pol beta inh | 2% | 10% | 3% | -13%
BLM helicase inh | -3% | -1% | 0% | -4%

Profiles as entered above. Order of values: LDHA inh, APE1 inh, Glioma ERSR ind, POLI inh, POLK inh, Pol eta inh, Anesthetic bind, Pol beta inh, BLM helicase inh
`CCOc1ccccc1C(=O)N(Cc1cc(OC)c(OC)c(OC)c1)c1ccccn1` is entered as -4, ·, 1%, 15%, 1%, -9%, -3%, -13%, -4%
`CCOC(=O)c1ccccc1NC(=O)Cn1cnc2c(cnn2-c2ccccc2)c1=O` is entered as -4, -2%, -1%, 4%, 4%, 4%, -4%, 10%, -1%

An excerpt; the hit share may differ from the screen's.
